Source: PubChem BioAssay
Pol iota inh: qHTS for Inhibitors of Polymerase Iota; DNA polymerase iota (Homo sapiens), Q9UNA4; Pol iota fluorescent replication assay, 10 min; Potency, µM (highest dose often 115 µM), for inactives: top-dose activity, negative = inhibition, usual class: inhibitors; 390,000 tested, 1% active; AID 588590, 2011
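Fluorescent replication assay read twice, at 0 min and 10 min after adding 50 nM (final) substrate. Enzyme (10 nM) and compounds were first incubated 15 min at room temperature; enzyme-free buffer wells were negative controls.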
Pol kappa inh: qHTS for Inhibitors of Polymerase Kappa. 400,000 tested, 0.53% active. purified Pol kappa, fluorescent DNA synthesis assay, 10 min. Potency, µM (doses to about 107 µM), inactives show at the highest dose activity, negative = inhibition, most hits filed as inhibitors; further: on the % scale 0 is the no-effect control and ±100 the full control effect
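Activity was followed as the change in fluorescence between reads at 0 and 10 min after starting the reaction with 50 nM substrate. Beforehand, 10 nM polymerase had been preincubated with compound for 15 min at room temperature.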
Pol beta inh: qHTS Assay for Inhibitors of DNA Polymerase Beta. 340,000 tested, 1.3% active. P06746. Potency, µM (doses to about 114 µM), for inactives: at the top dose activity change, negative = inhibition, usual class: inhibitors. Pol beta primer extension/strand displacement, fluorescence kinetic; further: on the % scale 0 is the no-effect control and ±100 the full control effect
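Curves were derived by four-parameter Hill fits of normalized qHTS data. The kinetic fluorescent primer-extension read was taken at 0 and 10 min after 50 nM substrate, following a 15 min room-temperature preincubation of 10 nM enzyme with compounds.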
Pol eta inh: qHTS for Inhibitors of Polymerase Eta. DNA polymerase eta (Homo sapiens), Q9Y253. 390,000 tested, 1.2% active. Potency, µM (top dose mostly 114 µM), for the others: top-dose activity change, negative = inhibition, most hits filed as inhibitors. recombinant Pol eta, fluorescent DNA replication assay; further: on the % scale 0 is the no-effect control and ±100 the full control effect
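Pol eta (10 nM) was preincubated with compounds for 15 min at room temperature, after which fluorescent replication substrate (50 nM final) was added to start the reaction. Fluorescence was read kinetically at 0 and 10 min.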
APE1 inh: qHTS Assay for Inhibitors of the Human Apurinic/apyrimidinic Endonuclease 1 (APE1). DNA repair nuclease/redox regulator APEX1 (Homo sapiens), P27695. recombinant APE1, TAMRA/BHQ-2 abasic DNA cleavage fluorescence. Potency, µM (series often up to 65.8 µM), for the others: at the highest dose activity change, negative = inhibition, most hits filed as inhibitors. 350,000 tested, 0.35% active. AID 2517, 2012;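 further: plate controls were vehicle for no effect and reference inhibitor for full effect; nearly all actives have a fitted effect of over 55% in size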
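Kinetic fluorescence read (525 ex/598 em nm, three reads 60 s apart) of AP-site incision; signal = third minus first read. Enzyme 0.75 nM, dual-labelled THF duplex 50 nM, compound preincubation 15 min RT.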
BLM inh: qHTS Assay for Inhibitors of Bloom's syndrome helicase (BLM); RecQ-like DNA helicase BLM (Homo sapiens), P54132; recombinant BLM DNA unwinding, fluorescence dequenching; Potency, µM (series often up to 56.1 µM), inactives show at the top dose activity change, negative = inhibition, usual class: inhibitors; 350,000 tested, 0.2% active; AID 2528, 2010;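 further: plate controls were vehicle for no effect and no enzyme for full effect; nearly all actives have a fitted effect of over 35% in size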
JMJD2A Tudor: qHTS Assay for Inhibitors of JMJD2A-Tudor Domain; Lysine-specific demethylase 4A (Homo sapiens), O75164; AlphaScreen JMJD2A-Tudor / H3K4me3 peptide binding; Potency, µM (titrated, usually from 114 µM), without a hit: at the top dose activity change, negative = inhibition, usual class: inhibitors; 390,000 tested, 4.4% active; AID 504339, 2011; further: on the % scale 0 is the no-effect control and ±100 the full control effect; nearly all actives have a fitted effect of over 50% in size
BAZ2B block: qHTS Assay for Inhibitors of BAZ2B; Bromodomain adjacent to zinc finger domain protein 2B (Homo sapiens), Q9UIF8; AlphaScreen BAZ2B-H3K14Ac peptide displacement; Potency, µM (doses to about 114 µM), without a hit: at the top dose activity change, negative = inhibition, hits mostly inhibitors; 360,000 tested, 4.4% active; AID 504333, 2011; further: on the % scale 0 is the no-effect control and ±100 the full control effect; nearly all actives have a fitted effect of over 60% in size
Target sequence (Q9UIF8 whole entry, looked up, the tested form may be a part): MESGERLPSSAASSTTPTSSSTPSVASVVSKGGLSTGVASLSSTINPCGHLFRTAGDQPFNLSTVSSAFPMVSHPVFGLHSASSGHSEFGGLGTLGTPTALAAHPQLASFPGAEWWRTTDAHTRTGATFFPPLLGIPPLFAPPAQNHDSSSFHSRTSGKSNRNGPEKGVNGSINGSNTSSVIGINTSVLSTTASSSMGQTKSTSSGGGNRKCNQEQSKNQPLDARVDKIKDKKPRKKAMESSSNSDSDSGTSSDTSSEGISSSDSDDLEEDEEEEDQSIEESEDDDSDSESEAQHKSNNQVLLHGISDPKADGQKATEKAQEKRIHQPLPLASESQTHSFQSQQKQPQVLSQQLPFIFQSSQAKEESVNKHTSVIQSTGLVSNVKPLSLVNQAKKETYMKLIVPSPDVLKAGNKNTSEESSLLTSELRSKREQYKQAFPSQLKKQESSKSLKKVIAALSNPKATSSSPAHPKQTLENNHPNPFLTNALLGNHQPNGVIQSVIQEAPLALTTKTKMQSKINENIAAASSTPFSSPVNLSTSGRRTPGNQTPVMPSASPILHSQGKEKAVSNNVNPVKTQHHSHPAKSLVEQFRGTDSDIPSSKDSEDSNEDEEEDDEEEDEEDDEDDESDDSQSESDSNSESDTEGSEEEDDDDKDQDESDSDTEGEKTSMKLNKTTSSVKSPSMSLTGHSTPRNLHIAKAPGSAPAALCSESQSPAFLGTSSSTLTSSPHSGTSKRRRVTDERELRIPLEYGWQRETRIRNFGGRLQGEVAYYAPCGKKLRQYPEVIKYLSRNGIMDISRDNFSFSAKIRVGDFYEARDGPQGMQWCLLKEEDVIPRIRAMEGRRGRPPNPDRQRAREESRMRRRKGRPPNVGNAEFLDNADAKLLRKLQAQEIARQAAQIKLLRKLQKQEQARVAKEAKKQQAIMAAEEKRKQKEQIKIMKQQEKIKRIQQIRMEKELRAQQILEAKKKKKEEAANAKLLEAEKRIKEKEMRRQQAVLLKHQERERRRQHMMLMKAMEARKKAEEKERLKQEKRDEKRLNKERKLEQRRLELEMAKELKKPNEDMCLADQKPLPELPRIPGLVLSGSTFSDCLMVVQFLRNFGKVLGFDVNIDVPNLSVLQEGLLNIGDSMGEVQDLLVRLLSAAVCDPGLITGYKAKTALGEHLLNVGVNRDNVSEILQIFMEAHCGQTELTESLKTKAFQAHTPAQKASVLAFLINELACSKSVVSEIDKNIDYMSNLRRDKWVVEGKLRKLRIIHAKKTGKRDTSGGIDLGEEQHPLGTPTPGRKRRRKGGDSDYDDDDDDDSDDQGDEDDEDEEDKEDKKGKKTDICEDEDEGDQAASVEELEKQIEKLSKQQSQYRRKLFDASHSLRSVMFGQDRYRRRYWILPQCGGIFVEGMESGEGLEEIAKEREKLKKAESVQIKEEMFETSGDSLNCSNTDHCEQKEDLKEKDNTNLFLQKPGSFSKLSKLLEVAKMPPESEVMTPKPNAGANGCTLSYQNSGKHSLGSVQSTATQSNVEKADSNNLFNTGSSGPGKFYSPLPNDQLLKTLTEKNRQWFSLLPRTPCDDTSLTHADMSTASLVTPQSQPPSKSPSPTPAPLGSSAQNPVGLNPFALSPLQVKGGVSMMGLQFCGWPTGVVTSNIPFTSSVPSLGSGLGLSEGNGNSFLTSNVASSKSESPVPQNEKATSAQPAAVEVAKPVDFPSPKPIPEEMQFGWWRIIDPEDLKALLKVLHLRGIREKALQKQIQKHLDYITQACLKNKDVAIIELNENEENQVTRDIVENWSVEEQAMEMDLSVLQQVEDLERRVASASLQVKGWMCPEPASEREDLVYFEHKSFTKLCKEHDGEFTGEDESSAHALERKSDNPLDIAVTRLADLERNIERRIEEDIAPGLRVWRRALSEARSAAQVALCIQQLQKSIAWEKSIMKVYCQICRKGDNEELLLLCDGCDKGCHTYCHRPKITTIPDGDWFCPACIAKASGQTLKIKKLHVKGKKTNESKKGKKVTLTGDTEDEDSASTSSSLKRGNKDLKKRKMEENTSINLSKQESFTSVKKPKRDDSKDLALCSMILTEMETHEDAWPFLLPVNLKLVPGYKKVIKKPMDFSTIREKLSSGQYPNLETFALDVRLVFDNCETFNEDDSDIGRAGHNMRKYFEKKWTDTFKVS
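BAZ2B 50 nM plus b-H3(5-23)K14Ac 50 nM, PBS pH 7.4/0.01% Tween-20, 30 min RT; compound added (max 110 uM), 30 min RT; streptavidin donor/Ni-chelate acceptor beads 10 ug/mL final, 20 min dark; AlphaScreen read.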
G9a inh: qHTS Assay for Inhibitors of Histone Lysine Methyltransferase G9a | Histone-lysine N-methyltransferase EHMT2 (Homo sapiens), Q96KQ7 | G9a H3K9 monomethylation, AlphaScreen, 2 h | Potency, µM (highest dose often 102 µM), for inactives: top-dose activity, negative = inhibition, usual class: inhibitors | 350,000 tested, 8.8% active | AID 504332, 2011; further: on the % scale 0 is the no-effect control and ±100 the full control effect; nearly all actives have a fitted effect of over 75% in size
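AlphaScreen read-out: biotin-H3K9 peptide (500 nM) methylation by 20 nM enzyme with 20 uM SAM, 2 h at room temperature after 15 min compound preincubation; anti-monomethyl H3K9 antibody plus donor/acceptor beads, 10 min dark.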
* = called active by the depositor; ? = inconclusive; . = not tested or not shown; & = joins results of further samples; [ ] = remark or other dose. The call rests on the fitted dose curve; in most records, active means well fitted curve in the direction sought with a large enough effect; inconclusive means small, poorly fitted or top-dose-only effect, or another doubt; inactive means no such curve, though single readings can be large; an effect the other way counts as inactive or inconclusive. Potency means the concentration at half of the fitted maximal effect.

Compound,Pol iota inh,Pol kappa inh,Pol beta inh,Pol eta inh,APE1 inh,BLM inh,JMJD2A Tudor,BAZ2B block,G9a inh
CCC(=O)OC1(C)C(=O)C2=COC(c3ccc(OC)cc3)=CC2=C(Br)C1=O (stereo not given),?,?,?,45µM*,5%&10%,1%&-21%,?,?,15%[12.7 µM]
CN(C)/C=N/c1c(C#N)cnn1-c1ncnc2sc(-c3ccccc3)cc12,?,-4%,1%,-7%,7%,-5%,23%,13%,2%
CC(=O)Nc1ccc(S(=O)(=O)Nc2ccccc2N2CCOCC2)cc1Cl,23%,-12%,1%,-2%,10%,-2%,-4%,-5%,-10%
O=S(=O)(c1ccc(Cl)cc1)c1nnn2c1nc(NCc1cccs1)c1sccc12,19%,4%,18%,-1%,.,0%,-33%,0%,12%[59 µM]
COC(=O)C1=C(CS(=O)(=O)c2cc(Cl)ccc2OC)NC(=O)NC1c1ccc(O)c(OC)c1 (stereo not given),8%,-1%,25%,-1%,-3%,0%,-10%,-38%,0%
CCC(C)NC(=O)C1(O)c2ccccc2NC(=O)N1c1ccc(C)c(C)c1 (stereo not given),-10%,-2%,35%,-17%,13%,-2%,6%,-12%,23%
CC(C)N=Cc1c(O)[nH]c2ccccc12,15%,-14%,-8%,-2%,1%,-6%,-23%,-24%,5%[59 µM]
CC(C)CCN(C(=O)CNC(=O)c1cccs1)C(C(=O)NC1CCCCC1)c1cccnc1 (stereo not given),30%,-14%,-1%,-2%,-2%,-1%,-19%,-3%,-4%[12.7 µM]
O=[N+]([O-])c1ccc2c(c1)c1ccccc1n2CCO,58%[activator],0%,?,-19%,-9%,-1%,-28%,-26%,?
F[B-](F)(F)COc1ccccc1,-17%,-7%,.,3%,.,.,-10%,.,.
Cc1cc(=O)[nH]c(SCC(=O)Nc2ccc(Br)cc2)c1C#N,-6%,-3%,2%,-22%,-5%,-2%,-18%[57.1 µM],-15%,-44%
COC(=O)c1[nH]c2ccc(C)cc2c1NC(=O)CN1CCCc2ccccc21,6%,-7%,?,-21%,5%,3%,-32%,?,?

Compound,Pol iota inh,Pol kappa inh,Pol beta inh,Pol eta inh,APE1 inh,BLM inh,JMJD2A Tudor,BAZ2B block,G9a inh
CS(=O)(=O)N(CC(=O)N1CCCC1)c1ccccc1Br,-5%,2%,-2%,-11%,24%,-7%,-11%,1%,6%[0.501 µM]
Cc1nc2c3ccccc3nc(NNC(=O)CCC(=O)N3CCC(C)CC3)n2n1,-17%,-21%,36%[activator],-12%,63%[activator],4%,-21%,-21%,79µM*
COc1ccc(C(=O)COC(=O)CCNS(=O)(=O)c2ccc(NC(C)=O)cc2)c(OC)c1,19%,-6%,.,-13%,3%,.,-7%,12%,-34%
COc1ccc(-c2nc(CS(=O)CC(=O)NCc3ccco3)c(C)o2)cc1 (stereo not given),8%,-1%,3%,-13%,9%,1%,-12%,-2%,-31%
COc1cc2c(-c3cccc(Cl)c3)nc3c(c(C)nn3-c3ccccc3)c2cc1OC,-15%,10%,3%,-14%,.,0%,8%,14%,37%[59 µM]
COC(=O)c1cc(-c2ccc(Br)cc2)c2c(=O)n(C)c(=O)n(C)c2n1,14%,-2%,-6%,-14%,18%,-7%,-8%,-2%,8%
Cc1ccc(OCC(=O)N/N=C/c2ccccc2)c([N+](=O)[O-])c1,15%,-8%,15%,-7%,0%,-2%,-19%,1%,-6%
CCN(C(=O)c1cnc(N2CCOCC2)c2ccccc12)c1cc(C)ccc1C,20%,-8%[60.1 µM],-1%,-21%,.,-5%,-8%,1%,9%[59 µM]
O=C(O)CSc1cnc2ccccc2n1,-8%,6%,19%,-12%,3%,-3%,-11%,27%,1%[59 µM]
COc1ccc2c(COC(=O)[C@H](C)NS(=O)(=O)c3ccccc3F)cc(=O)oc2c1,52%[activator],-22%,.,-8%,-1%,.,-23%,.,.
CCc1ccc(-n2c(C)nc3cc(C(=O)NCCc4ccccc4)ccc32)cc1,-29%,-2%[60.1 µM],-18%,-23%,.,-14%,-28%,-15%,?
COc1ccc(CCNC(=O)C(C(=O)c2ccccc2)n2cc(Cl)ccc2=O)cc1OC (stereo not given),17%,11%,0%,-14%,-2%,1%,-3%,9%,50µM*

Compound,Pol iota inh,Pol kappa inh,Pol beta inh,Pol eta inh,APE1 inh,BLM inh,JMJD2A Tudor,BAZ2B block,G9a inh
CC1CCCCC1NC(=O)CSc1ccsc1[N+](=O)[O-] (stereo not given),6%,-3%,-12%,-17%,2%,-5%,-17%,-27%,-28%
CC(C)CN1CCNC(=O)C1CC(=O)NCCCN1CCCc2ccccc21 (stereo not given),15%,-11%,0%,-4%,-13%,0%,-34%,79µM*,-11%[12.7 µM]
COc1ccc(NS(=O)(=O)c2ccc3[nH]c4c(c3c2)CCCCC4)cc1,-17%,-11%,-4%,-9%,.,-4%,32µM*,2%[57.1 µM],?
COc1ccc(Cl)cc1NC(=O)C1CCCN(c2ncnc3onc(C)c23)C1 (stereo not given),33%[activator],-1%,8%,-23%,.,-3%,-12%,52%[activator][57.1 µM],-6%[59 µM]
CCCCNC(=O)C(=O)N/N=C/c1cccc(Br)c1,8%,2%,52%,-1%,5%,0%,-35%[57.1 µM],6%,10%[59 µM]
Cc1ccc(C2CC(=O)c3cnc(N4CCc5ccccc5C4)nc3C2)cc1 (stereo not given),16%,2%,2%,-3%,-1%,-5%,-8%,-2%[57.1 µM],31%
S=C(NCCc1ccccc1)N1CCn2cccc2C1c1cccnc1 (stereo not given),96%[activator],1%,-9%,-18%,0%,-5%,?,?,?
CC1CN(c2cc3nccnc3cc2F)CC(C)O1 (stereo not given),-4%[58.9 µM],-13%,3%,-6%,-1%,-3%,5%,6%,-21%[12.7 µM]
COc1ccc(S(=O)(=O)Oc2cc(C(=S)N3CCOCC3)ccc2OC)cc1,24%,-1%,0%,-4%,6%,-12%,-30%,-26%,35µM*
O=C(Nc1nc2ccc(S(=O)(=O)N3CCCC3)cc2s1)C1CCCO1 (stereo not given),6%,-16%,33%,6%,2%,-1%,-16%,5%,?
Cc1cc2c(cc1S(=O)(=O)NCCc1ccc(Cl)cc1)OCC(=O)N2,17%,7%,4%,-9%,7%,-5%,-11%,13%,.
O=C(NC(=S)Nc1ccccn1)c1cccc([N+](=O)[O-])c1,35%[activator],-4%,13%,-4%,1%,0%,-19%,?,?

The final 4 entries of the section above open the next one:
Compound,Pol iota inh,Pol kappa inh,Pol beta inh,Pol eta inh,APE1 inh,BLM inh,JMJD2A Tudor,BAZ2B block,G9a inh
COc1ccc(S(=O)(=O)Oc2cc(C(=S)N3CCOCC3)ccc2OC)cc1,24%,-1%,0%,-4%,6%,-12%,-30%,-26%,35µM*
O=C(Nc1nc2ccc(S(=O)(=O)N3CCCC3)cc2s1)C1CCCO1 (stereo not given),6%,-16%,33%,6%,2%,-1%,-16%,5%,?
Cc1cc2c(cc1S(=O)(=O)NCCc1ccc(Cl)cc1)OCC(=O)N2,17%,7%,4%,-9%,7%,-5%,-11%,13%,.
O=C(NC(=S)Nc1ccccn1)c1cccc([N+](=O)[O-])c1,35%[activator],-4%,13%,-4%,1%,0%,-19%,?,?
COc1ccc(OC)c(NC(=O)N2CCN(S(=O)(=O)c3ccc4c(ccn4C)c3)CC2)c1,7%,-10%[60.1 µM],7%,-14%,.,0%,?,?,-32%[59 µM]
CCc1ccc(CNCCNC(=O)c2ccco2)cc1,?,1%,.,-17%,.,.,-24%,.,.
COc1cc(C2=NOC(C(=O)Nc3ccc4c(c3)OCO4)C2)cc(OC)c1OC (stereo not given),115%[activator],-15%,17%,-18%,6%,-13%,-34%,-35%,25µM*
Cc1ccc(Cc2nc3ccccc3nc2SCC(=O)N2CCCCC2)cc1,-9%,-6%[60.1 µM],-24%,-20%,.,-18%,-7%,13%,8%[59 µM]
COc1ccc(N2C(=O)CC2(/C=C/c2ccccc2OC)C(=O)NC2CCCC2)cc1 (stereo not given),3%,-5%,-22%,-17%,5%,-11%,-35%,-20%,?
COC(=O)c1cn(-c2nc(C)c3c(n2)CCC3)nn1,228%[activator],-10%,36%,-10%,-1%,-7%,5%,-32%,-13%
O=S(=O)(c1ccccc1)N1CCC2(CC1)CN(c1ccncc1)C2,.,-13%[60.1 µM],.,.,0%,-6%,.,.,4%[12.7 µM]
COc1cccc(Nc2nnc(Cc3cccnc3)c3ccccc23)c1,-21%,-18%,-2%,-17%,16%,-7%,-18%,-11%,21%[0.501 µM]
Cc1cc(N2C(=O)C(O)=C(C(=O)c3ccco3)C2c2cccnc2)no1 (stereo not given),.,.,4%,.,0%,-1%,.,-5%,25%[59 µM]
O=C(Cn1cc(S(=O)(=O)c2ccc(F)cc2)c(=O)c2cc3c(cc21)OCO3)Nc1ccccc1,-6%,-19%,6%,1%,.,-6%,-18%,6%,15%[59 µM]
CCCCCn1c(=O)[nH]c2cc(C(=O)NCCCN3CCCCC3)ccc2c1=O,39%[activator],0%,-23%,-17%,5%,25%,-18%,16%,14%[59 µM]
Cc1ccccc1N1CCN(c2ccccc2NC(=O)/C=C\C(=O)O)CC1,14%,-8%,.,-19%,.,.,-29%,.,.

These rows are one share of the data; the hit share may differ from the screen's.
